Source: PubChem BioAssay (National Center for Advancing Translational Sciences (NCATS))
TDP1 cell CPT: qHTS for Inhibitors of human tyrosyl-DNA phosphodiesterase 1 (TDP1): qHTS in cells in presence of CPT. AID 686979, 2013. 420,000 tested, 12% active. chicken DT40 Tdp1-/-;hTDP1 cells + 20 nM CPT, ATP luminescence, 48 h. Potency, µM (highest dose often 46.2 µM), for inactives: at the top dose activity change, negative = growth inhibition, hits mostly inhibitors; note: nearly all actives have a fitted effect of over 55% in size
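Chicken DT40 Tdp1-/- cells stably complemented with human TDP1 were seeded at 400 cells/well in medium containing 20 nM camptothecin, exposed to pin-transferred compounds, and grown at 37 °C for at least 48 hr. Viability was read as ATP luminescence.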
TDP1 cell noCPT: qHTS for Inhibitors of human tyrosyl-DNA phosphodiesterase 1 (TDP1): qHTS in cells in absence of CPT. DT40 Tdp1-/- hTDP1 cells, no CPT, ATP luminescence, 48 h. 420,000 tested, 15% active. Potency, µM (top dose mostly 46.2 µM), for inactives: at the highest dose activity change, negative = growth inhibition, actives largely listed as inhibitors; note: nearly all actives have a fitted effect of over 55% in size
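A cellular qHTS used chicken DT40 cells lacking endogenous Tdp1 but carrying stably transfected human TDP1. Compounds were applied without camptothecin, and cell growth kinetics were judged by ATP-dependent luminescence after ≥48 hr.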
TDP1 inh: qHTS Assay for Inhibitors of Tyrosyl-DNA Phosphodiesterase (TDP1); Tyrosyl-DNA phosphodiesterase 1 (Homo sapiens), Q9NUW8; recombinant TDP1, AlphaScreen DNA substrate cleavage; 350,000 tested, 0.28% active; Potency, µM (series often up to 130 µM), without a hit: at the highest dose activity change, negative = inhibition, usual class: inhibitors; note: nearly all actives have a fitted effect of over 40% in size
Target sequence (Q9NUW8 whole entry, looked up): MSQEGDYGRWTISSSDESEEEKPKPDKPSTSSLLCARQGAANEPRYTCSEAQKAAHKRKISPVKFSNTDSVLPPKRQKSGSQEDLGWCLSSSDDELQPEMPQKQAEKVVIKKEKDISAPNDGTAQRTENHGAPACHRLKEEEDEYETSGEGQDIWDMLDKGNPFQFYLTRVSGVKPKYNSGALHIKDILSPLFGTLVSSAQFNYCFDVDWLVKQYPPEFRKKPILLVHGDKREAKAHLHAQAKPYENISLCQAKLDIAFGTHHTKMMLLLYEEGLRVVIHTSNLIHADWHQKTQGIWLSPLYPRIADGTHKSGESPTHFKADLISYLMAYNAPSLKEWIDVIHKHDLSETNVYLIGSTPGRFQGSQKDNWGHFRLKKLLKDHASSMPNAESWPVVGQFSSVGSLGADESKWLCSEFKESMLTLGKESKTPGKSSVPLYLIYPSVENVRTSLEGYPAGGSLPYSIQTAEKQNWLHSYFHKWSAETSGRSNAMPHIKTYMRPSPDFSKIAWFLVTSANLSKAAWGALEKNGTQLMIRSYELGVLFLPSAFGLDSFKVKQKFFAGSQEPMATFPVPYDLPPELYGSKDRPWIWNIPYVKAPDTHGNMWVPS
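Tdp1 1 nM final; 15 min RT w/ cpd; substrate 15 nM, 5 min; beads 10 ug/ml, 10 min; AlphaScreen read. Neg ctrl: no enzyme.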
Starred values were filed as active, the others as inactive; u = inconclusive; x = not tested or not shown; & = joins results of further samples; ! = not confirmed by another sample; [ ] = dose if it differs, or a comment. Calls come from the whole dose curve; as a rule, active = well fitted curve in the direction sought with a large enough effect; inconclusive = small, poorly fitted or top-dose-only effect, or another doubt; inactive = no such curve, though single readings can be large; an effect the other way counts as inactive or inconclusive. % is set by controls: 0 for no effect and ±100 for the full control effect; potency is the fitted concentration of half-maximal effect. Only part of the results is shown; count on the stated rates, not on these rows.

Compound	TDP1 cell CPT	TDP1 inh	TDP1 cell noCPT
CCOc1ccc(C(C)=O)cc1Cc1c(O)[nH]c(=S)[nH]c1=O	-2%	10%	2%
CCn1c(O)c(N=Nc2cccc(S(=O)(=O)N3CCOCC3)c2)c(=O)n(CC)c1=S	-10%	-1%	-14%
CNC(=O)Oc1cc2c(cc1C(C)(C)C)CCC2	16µM*	x	16µM*
CNc1ccc(C(=O)CC(O)CCC(C)C2OC(=O)CC(O)CC(=O)CC(O)CC(O)CC(O)CC(O)CC3(O)CC(O)C(C(=O)OC)C(CC(O[C@@H]4O[C@H](C)[C@@H](O)[C@H](N)[C@@H]4O)/C=C/C=C/C=C/C=C/C=C/C=C/C=C/C2C)O3)cc1 (stereo partly specified)	3%	x	-24%
CCN(CCCNS(=O)(=O)c1ccc2c(c1)oc(=O)n2C)c1cccc(C)c1	u	4%	u
Cc1ccc(S(=O)(=O)N[C@@H](CCCCN)C(=O)CCl)cc1	8.4µM*!	-4%[56.1 µM]	8.4µM*!
COc1ccc(C2SCC(=O)Nc3c2c(=O)[nH]n3C2CCCCC2)cc1 (stereo unspecified)	-17%	0%	-6%
CC(C)CCC(=O)O[C@H]1CC[C@H]2[C@@H]3CCC4=CC(=O)CC[C@]4(C)[C@H]3CC[C@]12C	-6%	x	0%
CN(C)CCc1nn[nH]n1	1%	0%[56.1 µM]	-4%
COc1cc(CN2CC3CC(C2)c2cccc(=O)n2C3)cc(OC)c1OC (stereo unspecified)	-4%	-1%	-2%
CCC1(C)CC(=O)NC(=O)C1	0%[21.1 µM]	2%[56.1 µM]	4%[21.1 µM]
COP(=O)(Cc1ccc(C#N)o1)OC	14%	1%	12%
C=CCN1C(=O)NC(=O)/C(=C/c2ccc(OC)c(CSc3ccccn3)c2)C1=O	u	3%	u
CCOP(=O)(OCC)C(NC(=O)c1cccc(C)c1)C(Cl)(Cl)Cl (stereo unspecified)	17%	6%	-1%
CCC1(CC)C(=O)NC(=Nc2cccc(C(F)(F)F)c2)NC1=O	-17%	6%	-27%
CC(=O)Nc1ccc(C=C2C(=O)NC(=O)NC2=O)cc1	4%	x	0%
CCCOP(=O)(OCCC)C1(Nc2ccc(C)cc2)CCCCC1	-24%	-2%	u
C[C@@H]1CN([C@H](C)CO)C(=O)c2cc(/C=C/c3ccccc3)cnc2O[C@H]1CN(C)C(=O)NC1CCCCC1	u	x	u
O=C(Nc1ccc2c(c1)OCCO2)c1cccn(Cc2ccccc2)c1=O	u	5%	u
CCCCNC(=O)CN1C(=O)CN=C(c2ccccc2)c2ccccc21	-25%	-1%	u
CCN(C[C@H]1N[C@@](CC)(C(=O)OC)[C@H]2C(=O)N(Cc3ccccc3)C(=O)[C@@H]12)C(=O)Nc1ccc(Cl)cc1	u	x	21µM*
CC(C)CNC(=O)c1c(N)n(Cc2ccco2)c2nc3ccccc3nc12	u	0%	u
C[C@H](CO)N1C[C@H](C)[C@H](CN(C)C(=O)Nc2cccc3ccccc23)Oc2c(NC(=O)c3ccc(-c4nccs4)cc3)cccc2C1=O	u	1%	u
O=[N+]([O-])c1ccccc1CN1CC=C(c2ccc(F)cc2)CC1	23µM*	x	u
Cc1ccc(C(=O)n2c(N)nc3ccccc32)cc1	u	5%	u
CCC(=O)OC1CCC2C3CCc4cc(O)ccc4C3CC[C@]12C (stereo partly specified)	21µM*	14%[56.1 µM]	21µM*
O=C(O)[C@H]1NC[C@H]2C[C@H]21	-6%	-3%	-2%
O=c1[nH]c(=O)n(-c2ccc(F)cc2)c(O)c1C=NCCN1CCCCC1	12%	3%	4%
CN1CCCC(C(=O)c2ccccc2)C1 (stereo unspecified)	-11%	-1%	2%
O=NN(CCCl)C(=O)NC1CCCCC1	u	x	u
CCCCOC(=O)C1=C(N)OC2=C(C(=O)CCC2)[C@]12C(=O)Nc1ccccc12	-14%	-6%	-18%
N#CCCn1cc(C=C2C(=O)NC(=O)NC2=O)c(-c2ccccc2)n1	-1%	5%	17%
CN1C(=O)CN=C(c2ccccc2Cl)c2cc(Br)ccc21	-28%	x	-15%
O=C(c1ccoc1)N1CCCC(N2CCN(c3cccc(C(F)(F)F)c3)CC2)C1 (stereo unspecified)	u	5%	u
COc1ccccc1N1C(=O)NC(=O)/C(=C/c2ccc([N+](=O)[O-])s2)C1=O	8.2µM*	-5%	15µM*
Cc1ccc2c(C)c3ccc4ccccc4c3c[n+]2c1	3.7µM*	x	4.6µM*
Nc1ccc(C(=O)N/N=C2/CN3CCC2CC3)cc1	2%	4%	1%
CCCNC(=O)N1[C@H]2CC[C@@H]1C(C(=O)OC)=C(c1c(C)noc1C)C2	9%	0%	8%
O=C(Nc1ccc2c(c1)OCO2)c1cccn(Cc2cccc([N+](=O)[O-])c2)c1=O	-10%	-3%	-24%
COc1ccc(-c2nc(CN3C(=O)CN=C(c4ccccc4)c4ccccc43)c(C)o2)cc1	u	9%	18µM*
CCN(CC)CCN=Cc1c(O)n(Cc2ccccc2)c(=O)[nH]c1=O	7%&1%	1%&-6%	-6%&8%
O=C(Nc1ccc(Cl)cc1)Nc1nccs1	4.1µM*	0%	2.9µM*
CCOc1cccc(N2C(=O)CC(=O)NC2=O)c1	7%	-7%	-2%
COc1ccc(C2SCC(=O)Nc3c2c(=O)[nH]n3C2CCCCCC2)cc1OC (stereo unspecified)	-27%	2%	u
O=C1NC(=O)C(CCc2ccncc2)(CCc2ccncc2)C(=O)N1CCc1ccc(F)cc1	u	5%	u
C=CC(=O)NCNC(=O)C=C	-3%	0%&16%	-1%
O=C(N/N=C/c1c(O)n(Cc2ccccc2)c(=O)[nH]c1=O)c1ccccc1	-20%	11%	-14%
FC(F)(F)c1ccc(CN2CCNCC2)cc1	1%	0%	-7%
CCOC(=O)c1ccc(NC(=O)N2C[C@@H]3C[C@@H](C2)c2cccc(=O)n2C3)cc1	21%	x	20%
CC1CCC2C(C)C(=O)OC3OC4(C)CCC1C32OO4 (stereo unspecified)	u	3%[56.1 µM]	0.84µM*!
CC1(C)N2CC3([N+](=O)[O-])CN1CC([N+](=O)[O-])(C2)C3	16%	4%	-2%
Cc1cnc(-n2c(=S)[nH]c3ccccc3c2=O)s1	-5%	0%[56.1 µM]	-21%
C=CCN1CC[C@]23c4c5ccc(O)c4O[C@H]2/C(=N/NC(=O)c2ccccc2)CC[C@@]3(O)[C@H]1C5	-2%	10%[56.1 µM]	-15%
Cc1nc2cnc(N3CCNCC3)nc2n(C)c1=O	10%	x	-19%
CC(C)COP(=O)(c1ccc(N(C)C)cc1)C(Nc1ccccc1)c1cccnc1 (stereo unspecified)	u	1%	u
COc1cccc(CNC(=O)c2cc3c(-c4ccccc4F)nn(C)c3s2)c1	u	-2%	16µM*
C[C@H]1CN([C@@H](C)CO)C(=O)c2cc(NC(=O)Nc3cccc4ccccc34)ccc2O[C@@H]1CN(C)Cc1ccc(-c2ccccc2)cc1	23µM*	4%	16µM*
COc1ccc(CN2CCN(Cc3ccccc3)CC2)c(OC)c1	u	2%	-23%
CCN1CCN(C(=O)Cc2ccccc2OC)CC1	-4%	-5%	-1%
COc1ccc(S(=O)(=O)N2CCOCC2)cc1NC(=O)COC(=O)Cc1ccccc1	-1%	0%	26%

In another format: results already given.
Order of values – TDP1 cell CPT | TDP1 inh | TDP1 cell noCPT
> Cc1cnc(-n2c(=S)[nH]c3ccccc3c2=O)s1
 : -5% | 0%[56.1 µM] | -21%
> C=CCN1CC[C@]23c4c5ccc(O)c4O[C@H]2/C(=N/NC(=O)c2ccccc2)CC[C@@]3(O)[C@H]1C5
 : -2% | 10%[56.1 µM] | -15%
> Cc1nc2cnc(N3CCNCC3)nc2n(C)c1=O
 : 10% | x | -19%
> CC(C)COP(=O)(c1ccc(N(C)C)cc1)C(Nc1ccccc1)c1cccnc1 (stereo unspecified)
 : u | 1% | u

Other entries follow:
Compound	TDP1 cell CPT	TDP1 inh	TDP1 cell noCPT
CC(=NCc1cccnc1)c1c(O)n(C2CCCCC2)c(=O)[nH]c1=O	-12%	10%	-18%
COC(=O)c1c(N)[nH]c(C(=O)c2ccccc2)c1-c1ccc(Cl)cc1	u	x	u
COC1=CC=C2[C@H]3Cc4ccc(OC)c5c4[C@@]2(CCN3C)C1O5 (stereo partly specified)	-2%	0%	-16%
CCCCCCCCCc1ccc(O)cc1	u	9%[56.1 µM]	-12%
Cn1c(O)c(C(=Nc2ccccc2)SCc2ccccc2Cl)c(=O)n(C)c1=O	5.8µM*	-3%	8.2µM*
CN(C(=O)CNC(=O)OCc1ccccc1)c1ccc(Br)cc1C(=O)c1ccccc1Cl	3.3µM*	0%	2.3µM*
COc1cc(O)c(C(=O)O)c(-c2cc(O)c(O)cc2C)c1	4.6µM*	x	16µM*
C=Cn1ccnc1P(=S)(c1ccccc1)c1nccn1C=C	21%	0%	-12%
CC(C)(C)C(=O)c1cn(CC(=O)NCc2ccco2)c2ccccc12	u	3%	-28%
CCOC(=O)c1cc2cc(OC)ccc2n1C1CCN(Cc2ccccc2)CC1	u	x	u
CCOC(=O)c1ccc(N2C(=O)CC(N3CCC(O)(c4ccc(Br)cc4)CC3)C2=O)cc1 (stereo unspecified)	u	5%	u
Cc1onc(-c2ccccc2Cl)c1C(=O)NCc1ccc2c(c1)cc(C)n2C	u	x	6.5µM*

4 compounds from above, arranged by formula weight, descending:
Compound	TDP1 cell CPT	TDP1 inh	TDP1 cell noCPT
COc1cccc(CNC(=O)c2cc3c(-c4ccccc4F)nn(C)c3s2)c1	u	-2%	16µM*
O=C(Nc1ccc2c(c1)OCO2)c1cccn(Cc2cccc([N+](=O)[O-])c2)c1=O	-10%	-3%	-24%
CCCCNC(=O)CN1C(=O)CN=C(c2ccccc2)c2ccccc21	-25%	-1%	u
N#CCCn1cc(C=C2C(=O)NC(=O)NC2=O)c(-c2ccccc2)n1	-1%	5%	17%

A run of entries from further up, as a working copy:
Compound	TDP1 cell CPT	TDP1 inh	TDP1 cell noCPT
CC(=NCc1cccnc1)c1c(O)n(C2CCCCC2)c(=O)[nH]c1=O	-12%	10%	-18%
COC(=O)c1c(N)[nH]c(C(=O)c2ccccc2)c1-c1ccc(Cl)cc1	u	x	u
